Source: PubChem BioAssay
All columns: NCI-60 one-dose screen, growth in % after 48 h at 10 µM unless noted; 100 = growth as untreated, 0 = no growth, -100 = all killed.
SW-620 = SW-620 colon cancer. actives 5.2% (n = 82,000)
KM12 = KM12 colon cancer cells | actives 5% (n = 82,000)
HT29 = HT29 colon cancer | actives 7.4% (n = 81,000) | AID 1794748
SF-268 = SF-268 CNS cancer cells; actives 3.1% (n = 82,000); AID 1794759
HCT-116 = HCT-116 colon cancer; actives 7.3% (n = 82,000)
HCT-15 = HCT-15 colon cancer; actives 5.2% (n = 82,000); AID 1794746
HCC-2998 = HCC-2998 colon cancer; actives 4.7% (n = 79,000); AID 1794799
SNB-75 = SNB-75 CNS cancer; actives 5% (n = 79,000)
SNB-19 = SNB-19 CNS cancer cells; actives 2.5% (n = 81,000)
Active calls of the source: *; . = no result given; & = joins results of further samples. The calls were made as follows: active = growth percent below 10; inactive = the rest.

SMILES	SW-620	KM12	HT29	SF-268	HCT-116	HCT-15	HCC-2998	SNB-75	SNB-19
CC(C)(C)n1cc(-c2ccnc(NCCCNS(=O)(=O)c3ccc(F)cc3)c2)c(-c2cccc(F)c2)n1	22	41	6.9*	74	37	5.2*	55	85	73
CC(=O)Oc1ccc(N=C2NC(=O)S/C2=C\N2N=C(c3ccc(F)cc3)CC2c2ccc(F)cc2)cc1 (stereo not drawn)	102	99	102	92	91	103	108	94	97
NC(=O)NC1NC(=O)NC1=O (stereo not drawn)	101	112	103	113	103	103	104	107	109
Nc1cc(Cl)c([N+](=O)[O-])cc1O	119	98	104	99	87	90	103	95	92
C/C(=N\O)C1(C)CC=CCC1CO (stereo not drawn)	116	102	99	111	107	100	110	112	112
O=C(N/N=C/c1ccc(F)cc1)c1[nH]c2ccc(I)cc2c1-c1ccccc1	33	5.4*	12	35	15	19	.	52	12
C/C=C/C=C/C=N/N=C(N)N	103	113	115	109	98	99	110	79	102
COc1ccc(C(=O)Cn2cnc3c(Nc4cc(C(=O)Nc5ccc(CCN6CCN(c7ccccc7)CC6)cc5)ccc4C)ncnc32)cc1	107	93	87	93	94	87	99	81	103
c1ccc(-c2cnc(C3CCCCC3)o2)cc1	114	132	100	108	108	98	104	111	.
Cc1ccc2nc(-c3ccc(N=NNc4ccc(-c5nc6ccc(C)c(S(=O)(=O)O)c6s5)cc4)cc3)sc2c1S(=O)(=O)O	103	104	109	101	100	100	103	93	101
O=C1CCC(ON(C(=O)c2ccccc2)c2ccccc2)N1 (stereo not drawn)	108	97	102	96	106	106	101	96	108
COc1ncnc2c(CN3CCN(Cc4ccccc4)CC3)c[nH]c12	103	102	96	104	94	100	105	97	106
CCOc1ccccc1NC(=O)c1cc(-c2ccc(Cl)cc2)n(-c2ccc(S(C)(=O)=O)cc2)n1	.	91	94	91	77	76	102	95	87
COc1ccc(/C=N\Nc2ccc(S(=O)(=O)c3ccc(N/N=C/c4ccc(OC)cc4)cc3)cc2)cc1	102	83	.	93	96	74	94	65	113
O=C(O)CCC/C=C\C[C@H]1C=CC(=O)/C1=C/C[C@@H](O)C/C=C\CC(F)(F)F	102	94	99	101	90	91	107	109	97
O=C(CC(O)c1ccncc1)c1ccccc1 (stereo not drawn)	109	38	33	75	15	36	19	-5.3*	68
O=c1[nH]c2ncccc2n2cc3ccccc3c12	82	86	99	92	75	69	113	93	98
CCCCNC(=O)CCC	97	101	98	97	104	99	114	87	93
C=C(C)[C@@H]1CCC=C2CC[C@]3(C)[C@H](CC[C@@H]4[C@@]5(C)CC=CC(C)(C)[C@@H]5CC[C@]43C)[C@H]21	105	99	93	96	86	115	107	89	109
C/C(=N\NC(=O)c1nc(N)n(-c2ccc(S(N)(=O)=O)cc2)n1)c1ccncc1	98	100	103	97	104	108	105	102	105
N#C/C(=C\c1c(-c2ccccc2)[nH]c2ccccc12)S(=O)(=O)c1ccccc1	29	25	18	53	37	44	57	12	40
CCOc1ccccc1/C=N\NC(=O)C(=O)N/N=C\c1ccccc1OCC	108&100	101	103&115	91	93&84	105&103	104&100	83&65	106&89
CCC(O)C1CCCCC1 (stereo not drawn)	107	105	100	92	100	105	144	105	111
CC(=O)c1cc(Nc2cc(C)[n+](C)c(N)n2)cc(C(C)=O)c1	96&112	103&106	111&114	105&109	100&110	121&122	91&95	103&111	106&112
O=C(O)c1ncc(-c2cc(C(F)(F)F)cc(C(F)(F)F)c2)c(NC2CCCCCC2)n1	104	105	110	93	94	93	101	93	102
OC(N1CSC(=S)N(C(O)C(Cl)(Cl)Cl)C1)C(Cl)(Cl)Cl (stereo not drawn)	109	106	95	110	106	108	101	98	99
COc1ccc(NC(=O)CN)cc1	106	105	104	109	81	101	105	99	98
CCNCCCn1c2c(c3cc(OC)c(OC)cc3c1=O)C(=O)c1cc(OC)cnc1-2	37	45	-61*	40	0.6*	22	43	17	25
Cc1cc(N=Nc2ccccc2)cc(C)c1NC(=O)C(F)(F)F	106	99	105	106	98	93	113	95	92
CCOC(=O)/C(=C/c1ccc(Cl)cc1)N(CC)CC	104	106	108	104	97	114	104	.	107
CCc1ccc(C2=C/C(=C/c3ccc(Cl)cc3)C(=O)N2CCc2ccc(S(N)(=O)=O)cc2)cc1	25	19	6.5*	46	14	18	25	52	55
CC/C(=C(\c1ccc(OCCN2CCCCC2)cc1)c1ccc(OC(=O)c2ccccc2)cc1)c1ccccc1	101	103	101	97	103	92	100	94	93
COc1ccc2cc([C@H](C)C(=O)O)ccc2c1	100	102	103	103	99	105	107	97	105
Nc1cccc([N+](=O)[O-])c1N	108	107	104	111	.	114	103	91	97
CCN(C(=O)CN1CCN(c2cc3c(cc2F)c(=O)c(C(=O)O)cn3C2CC2)CC1)c1nc(-c2ccc(OC)cc2)cs1	49	53	7.3*	60	40	52	85	82	78
O=C(O)C(=O)NCc1ccccc1	108	119	.	119	112	122	107	88	109
CC(C)=CCC/C(C)=C\C=N\NC(=O)c1ccncc1	102	110	94	108	95	96	101	64	100
O=C(Nc1ccccc1-c1ccccc1)C(=O)Nc1ccccc1-c1ccccc1	111	105	111	102	105	111	110	89	106
Cc1ccccc1OC(=O)c1ccc([N+](=O)[O-])cc1	104	106	95	100	100	101	107	92	110
CCSC(=O)Nc1c[nH]c(=O)[nH]c1=O	100	113	107	119	108	99	95	81	95

Whole records as entered above.
CCOc1ccccc1NC(=O)c1cc(-c2ccc(Cl)cc2)n(-c2ccc(S(C)(=O)=O)cc2)n1 reads SW-620 = .; KM12 = 91; HT29 = 94; SF-268 = 91; HCT-116 = 77; HCT-15 = 76; HCC-2998 = 102; SNB-75 = 95; SNB-19 = 87
C/C=C/C=C/C=N/N=C(N)N reads SW-620 = 103; KM12 = 113; HT29 = 115; SF-268 = 109; HCT-116 = 98; HCT-15 = 99; HCC-2998 = 110; SNB-75 = 79; SNB-19 = 102

Going on with the list:
SMILES	SW-620	KM12	HT29	SF-268	HCT-116	HCT-15	HCC-2998	SNB-75	SNB-19
N#Cc1c(NC(=O)c2ccccc2I)sc2c1CCCC2	21	34	17	58	26	21	72	17	39
Cc1cccc2c3c(sc12)C(c1ccc(Cl)cc1)C(C#N)=C(N)O3 (stereo not drawn)	27	9.6*	6.2*	45	14	10	18	4.2*	28
Cn1c(=S)c2[nH]c(SCCC(C)(C)C)nc2n(C)c1=O	83	59	86	62	56	43	85	97	73
C/C(=N/NS(=O)(=O)c1ccc(N)cc1)c1cccs1	102	101	95	98	89	106	103	96	96
O=C(O)CCCc1cccc2ccccc12	98	110	116	109	100	104	105	98	104
Cc1ccc(/C=C/C(=O)c2ccc(NC(=O)CSc3nnc(-c4c[nH]c5ccccc45)n3-c3ccccc3)cc2)cc1	90	79	100	82	-40*	80	84	92	88
C=C(C)[C@@H]1CC[C@]2(C(=O)NNC(=O)c3ccncc3)CC[C@]3(C)[C@H](CC[C@@H]4[C@@]5(C)CCCNC(C)(C)[C@@H]5CC[C@]43C)[C@@H]12	108	101	109	96	107	101	104	95	93
Nc1ccc(-c2cccc(Oc3ccc4nnc(Cl)n4n3)c2)cc1	103	101	112	97	106	100	105	65	96
CCCCNCCCN(CCCC)CCCNCCCC	101	107	105	110	91	93	103	110	98
N/C(=N\c1nc2ccc([N+](=O)[O-])cc2s1)NC(=O)Nc1ccccc1Cl	21	39	62	56	-2.8*	28	87	24	50
COc1ccc(-c2cc(-c3nnc(SCC(=O)Nc4ccc(/C(C)=N\O)cc4)n3-c3ccccc3)c3ccccc3n2)cc1OC	113	98	89	97	96	92	104	83	108
O=C(Cn1cc(-c2ccccc2)nn1)Nc1nc2ccccc2s1	99	108	106	98	101	105	103	91	99
Cc1nc2ccccc2c(C(=O)O)c1-c1ccccn1	112	114	109	116	108	108	110	102	107
CCOC(=O)c1cc2c([nH]c1=O)-c1cnn(-c3ccc(OC)cc3)c1CC2	108	114	103	105	107	98	125	82	104
COc1ccc(-n2ncn(CCCCn3cnn(-c4ccc(OC)cc4)c3=O)c2=O)cc1	101	103	106	93	91	96	108	75	90
CC(=O)Oc1ccc2c(c1)Oc1cc(OC(C)=O)ccc1C21OC(=O)c2cc(CC[C@H]3CCC/C=C/[C@@H]4C[C@H](O)C[C@H]4[C@H](O)/C=C/C(=O)O3)ccc21	81	82	61	61	73	75	79	62	108
CO/N=C1\CC[C@]2(C)[C@H]3CC[C@@H]4[C@@H]([C@@](C)(O)CC/C=C/C(C)C)CC[C@@]4(C)[C@]3(C)CC[C@H]2C1(C)C	58	73	37	83	43	52	74	76	93
COc1cc(C)cc2oc3oc(=O)c(C(=O)c4cc5ccccc5o4)cc3c(=O)c12	96	100	101	93	88	107	108	86	94
CC1(C)C(=O)/C(=C\c2ccc(C(F)(F)F)cc2)C[C@]2(C)[C@H]3CC[C@@H]4[C@H]5[C@H](C(=O)/C=C/c6ccc(C(F)(F)F)cc6)CC[C@]5(CO)CC[C@@]4(C)[C@]3(C)CC[C@@H]12	98	99	104	90	83	.	101	84	93
O=[N+]([O-])c1cc2ncccc2c2ncccc12	85	96	102	91	53	72	108	88	96
Clc1ccc(-c2nc(C(Cl)Cl)nc3cc(-c4ccccc4)nn23)cc1	-5.4*	3.3*	5.9*	42	23	8.2*	-54*	-13*	25
O=C(O)COc1c(Cl)c(Cl)cc(Cl)c1Cl	110	101	101	101	111	110	93	103	110
COc1ccc(Cn2c(Br)c3c(c2-c2cc(OC)c(OC)c(OC)c2)CCc2sc(N)nc2-3)cc1	19	27	-12*	44	6.1*	19	12	-0.7*	55
CCCNCCC(C)=O	98	112	98	115	109	111	100	107	97
C=C[C@@]12CN3CC[C@]1(O)[C@@](C(=O)OC)(CO2)c1[nH]c2ccccc2c1C3	55	78	93	85	58	64	89	105	84
O=S(=O)(C/C(=N/O)c1ccc2ccccc2c1)c1ccccc1	110	115	107	117	110	107	114	90	95
CCOc1ccc(-c2[nH]nc3c2C(c2cccs2)C(C#N)=C(N)O3)cc1OC (stereo not drawn)	100	105	103	100	100	95	109	92	101
O=C1c2ccccc2C(=O)c2c1oc1c2c(=O)[nH]c2ccccc21	89	66	103	91	55	45	103	113	104
N#C/C(=C/c1ccc(O)cc1)c1nnc(NC(=O)c2ccc(-n3c(=O)[nH]c4ccccc4c3=O)cc2)s1	114	109	106	120	111	105	115	103	102
CN(C)c1ccc(-c2c(NC(C)(C)C)nc3c(OCCc4ccccc4)cccn23)cc1	12	6.9*	10	57	8.4*	0.0*	13	48	19
CC(=O)c1ccc(Cl)c([N+](=O)[O-])c1	112	103	109	109	102	101	95	101	103
Cc1cc(N(C)C)nc(SCc2ccc(F)cc2)n1	97	94	101	85	110	98	103	94	82
CC1=C[C@H]2C[C@H](C)[C@H]3CC[C@H](C)C4=C3[C@@H](OC4=O)[C@@]2(C)C1	112	107	107	103	101	107	111	97	98
Cc1ccc(S(=O)(=O)SCCCSS(=O)(=O)c2ccc(C)cc2)cc1	104	104	121	95	98	100	110	91	101
COc1ccc(C(Nc2ccccn2)c2c(C)[nH]c3ccccc23)cc1 (stereo not drawn)	109	96	102	96	98	97	110	71	.
NC(=O)OCCOCCOC(N)=O	103	103	107	102	101	98	107	93	103
CC(NC(=O)Oc1cccc2ccccc12)c1ccccc1 (stereo not drawn)	99	100	104	78	105	100	.	87	105
COC(=O)c1ccc2c(=O)[nH]c(CSc3nc4ccccc4c(=O)n3C)nc2c1	110	111	106	115	97	97	102	103	103
COC(=O)N1CCCCC1	109	115	103	101	103	100	110	90	109
CC(=O)Nc1cc([N+](=O)[O-])ccc1OCc1ccccc1	103&107	102&99	102&103	107&103	97&96	95&87	118&107	84&91	102&96

A different layout for some results above:
SMILES | SW-620 | KM12 | HT29 | SF-268 | HCT-116 | HCT-15 | HCC-2998 | SNB-75 | SNB-19
O=C1CCC(ON(C(=O)c2ccccc2)c2ccccc2)N1 (stereo not drawn) | 108 | 97 | 102 | 96 | 106 | 106 | 101 | 96 | 108
Cc1ccccc1OC(=O)c1ccc([N+](=O)[O-])cc1 | 104 | 106 | 95 | 100 | 100 | 101 | 107 | 92 | 110

The results go on:
SMILES	SW-620	KM12	HT29	SF-268	HCT-116	HCT-15	HCC-2998	SNB-75	SNB-19
COC(=O)[C@]12CC[C@@H](C)[C@H](C)[C@@H]1C1=CC[C@@H]3[C@@]4(C)C(C=O)=C[C@@](C)(COC(C)=O)C4=CC[C@@]3(C)[C@]1(C)CC2	-44*	2.7*	-31*	-3.0*	-68*	-42*	-15*	16	30
C/C(=N\NC(N)=S)c1ccc(Nc2nc(SCCC(C)C)nc(-c3ccc(F)cc3)c2C#N)cc1	112	105	109	107	111	103	104	109	102
COc1ccc(/C=C2\COc3ccc(O)c(O)c3C2=O)c(OC)c1OC	9.6*	33	45	48	15	1.3*	66	38	28
O=S1(=O)CC(c2ccccc2)=NN=C(c2ccccc2)C1	111	97	100	99	110	104	110	92	109
COc1cc(/C=N/NC(=O)COc2ccc(-c3nc4ccccc4s3)cc2OC)ccc1O	89	75	98	80	84	65	97	84	98
C=C(C=O)[C@@H]1CC[C@]2(C)[C@H](C(=O)C=C3[C@H]4C[C@](C)(C(=O)OC)CC[C@]4(C)CC[C@]32C)[C@@]1(C)CCC#N	4.7*	3.4*	-5.3*	32	-56*	-45*	-73*	66	31
C/C(=N\Nc1ccc2ccccc2n1)c1ccccn1	10	6.8*	-2.9*	-3.8*	-12*	23	18	35	24
CC(Nc1nc(Cl)nc2ccccc12)c1ccccc1 (stereo not drawn)	83	76	86	67	51	92	113	49	75

Structures from the list above that contain a tert-butyl group, in the order listed:
SMILES	SW-620	KM12	HT29	SF-268	HCT-116	HCT-15	HCC-2998	SNB-75	SNB-19
CC(C)(C)n1cc(-c2ccnc(NCCCNS(=O)(=O)c3ccc(F)cc3)c2)c(-c2cccc(F)c2)n1	22	41	6.9*	74	37	5.2*	55	85	73
Cn1c(=S)c2[nH]c(SCCC(C)(C)C)nc2n(C)c1=O	83	59	86	62	56	43	85	97	73
CN(C)c1ccc(-c2c(NC(C)(C)C)nc3c(OCCc4ccccc4)cccn23)cc1	12	6.9*	10	57	8.4*	0.0*	13	48	19
